Screening results deposited in PubChem by several laboratories.
STAT3 activator: IL-6 driven STAT3 reporter potentiators, primary screen, U3A cells, luciferase, luminescence, MLSCN library. 190,000 compounds, 0.91% hits. IL-6 STAT3-luciferase reporter; 100% = signal with IL-6 EC80 alone. activation (% of control), % at 5.6 µM;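 active = activation above the screen-wide mean of compound activation plus 3 SD, cut at about 130% in these data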;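 also: 0% = background luminescence of wells with medium and substrate only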
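Material: STAT3-luciferase reporter U3A cells. Controls: IL-6-treated wells, 100% activation. Read-out: % activation versus median of IL-6-stimulated wells. Probe or stimulus: IL-6 stimulus at 33 ng/mL final. Timing: compound 1 h, then IL-6 6 h at 37 °C. Signal: reporter luminescence signal.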
bIAP act: bovine intestinal alkaline phosphatase activators, primary screen, biochemical, bovine IAP, CDP-star luminescence | alkaline phosphatase, intestinal [Bos taurus] | purified bovine IAP, 30 min; stronger effect = higher value; fold of DMSO-control signal, blank-subtracted | activation factor at 20 µM | 200,000 compounds, 0.17% hits | AID 1016, 2008;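 active = activation factor of 2 or more at 20 µM, a signal rise over negative controls twice the positive control's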
STAT3 inh: IL-6 driven STAT3 reporter inhibitors, primary screen, U3A cells, luciferase, luminescence, MLSCN library | IL-6 STAT3-luciferase reporter; host cell line lacks STAT1 | inhibition, % at 5.5 µM | 190,000 compounds, 0.89% hits | AID 862, 2007;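 active = inhibition above the mean inhibition across all screened compounds plus 3 SD, cut at about 44% in these data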;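 also: 0% = DMSO only wells and 100% = 100 µM nifuroxazide control wells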
bIAP inhibitor: bovine intestinal alkaline phosphatase inhibitors, primary screen, selectivity assay for TNAP inhibitor project, biochemical, bovine IAP, CDP-star luminescence | purified bovine IAP, 30 min | inhibition, % at 20 µM | 190,000 tested, under 10 active | AID 1019, 2008;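 active = over 50% inhibition of intestinal alkaline phosphatase at 20 µM in the single-dose screen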
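Incubation: 30 min reaction at room temperature / Material: purified bovine intestinal alkaline phosphatase (IAP) enzyme / Input: enzyme at 1/65,000,000 dilution / Dosing: 20 µM single dose / Signal: CDP-star luminescence signal / Reagent: CDP-star chemiluminescent phosphatase substrate, 30 µM final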
PPARg SRC-3 ag: PPARgamma agonists recruiting SRC-3 coactivator, primary screen, biochemical | Peroxisome proliferator-activated receptor gamma (Homo sapiens), P37231 | AID 731, 2007 | 200,000 compounds, 0.26% hits | activation, % at 8 µM | biochemical PPARgamma/SRC-3 coactivator recruitment assay; in the data active = activation above about 23%;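 also: 0% = DMSO and 100% = reference agonist; some compounds past the cut are filed as inactive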
Target sequence (P37231 whole entry, looked up): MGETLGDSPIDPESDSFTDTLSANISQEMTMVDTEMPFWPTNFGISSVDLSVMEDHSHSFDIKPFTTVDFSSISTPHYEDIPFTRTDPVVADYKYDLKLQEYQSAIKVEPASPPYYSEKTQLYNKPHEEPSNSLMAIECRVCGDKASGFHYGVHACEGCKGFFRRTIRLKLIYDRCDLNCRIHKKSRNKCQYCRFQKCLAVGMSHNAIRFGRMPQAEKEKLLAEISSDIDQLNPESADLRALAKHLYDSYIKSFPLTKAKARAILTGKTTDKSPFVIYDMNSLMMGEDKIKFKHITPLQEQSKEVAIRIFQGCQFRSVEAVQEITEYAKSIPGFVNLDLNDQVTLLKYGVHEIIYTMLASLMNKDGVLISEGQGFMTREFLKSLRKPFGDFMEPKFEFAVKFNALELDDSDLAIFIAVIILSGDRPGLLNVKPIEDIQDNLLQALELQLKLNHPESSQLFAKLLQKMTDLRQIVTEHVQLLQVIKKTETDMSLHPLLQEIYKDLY
TR-FRET SRC-2 ct: TR-FRET signal artefacts, primary screen, artefact control for PPARgamma SRC-2 agonist project, biochemical; TR-FRET artefact counter-screen; stronger effect = higher value; AID 1049, 2008; TR-FRET ratio at 8 µM; 200,000 compounds, 0.4% hits; in the data active = TR-FRET ratio above about 2000; also: inactives centre near 1500
ROMK primary: ROMK potassium channel modulators, primary screen, cell-based, thallium flux, MLSMR library. ATP-sensitive inward rectifier potassium channel 1 (Homo sapiens), P48048. Tet-inducible ROMK, thallium flux fluorescence; actives lie on both sides. B-score at 10 µM. 130,000 compounds, 2% hits. AID 1918, 2009;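 active = signal ratio slope over the read window, or its plate-corrected B-score, at least 3 SD from the plate mean, either direction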;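 also: B-score of the F/F0 ratio slope over 7 to 12 s after thallium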
Target sequence (P48048 whole entry, looked up): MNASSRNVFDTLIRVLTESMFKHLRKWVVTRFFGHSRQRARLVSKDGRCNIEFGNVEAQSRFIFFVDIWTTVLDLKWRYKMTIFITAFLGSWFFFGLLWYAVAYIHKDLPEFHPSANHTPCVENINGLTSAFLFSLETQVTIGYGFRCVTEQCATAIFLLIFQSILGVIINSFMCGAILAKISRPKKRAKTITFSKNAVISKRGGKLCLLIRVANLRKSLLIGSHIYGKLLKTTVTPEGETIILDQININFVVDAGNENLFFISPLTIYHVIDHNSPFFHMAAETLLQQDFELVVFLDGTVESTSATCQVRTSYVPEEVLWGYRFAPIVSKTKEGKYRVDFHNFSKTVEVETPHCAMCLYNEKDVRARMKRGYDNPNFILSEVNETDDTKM
PPARg SRC-2 ag: agonists of PPARg-SRC-2 recruitment, primary screen, biochemical, HTS; PPARgamma LBD-SRC-2 recruitment; activation, % at 8 µM; 200,000 compounds, 0.34% hits; Peroxisome proliferator-activated receptor gamma (Homo sapiens), P37231; in the data active = activation above about 22%;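 also: 0% = vehicle and 100% = reference agonist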
PPARg SRC-1 ag: PPARgamma agonists recruiting SRC-1 coactivator, primary screen, biochemical | AID 631, 2007 | 200,000 compounds, 0.41% hits | Peroxisome proliferator-activated receptor gamma (Homo sapiens), P37231 | activation, % at 8 µM | PPARgamma-SRC-1 coactivator recruitment biochemical assay; in the data active = activation above about 19%;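 also: 0% = DMSO and 100% = reference agonist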
STAT1 blocker: STAT1 signaling inhibitors, primary screen, cell-based, HTS, luciferase reporter. NIH 3T3 STAT1-luciferase reporter, IFN-gamma, luminescence. inhibition, % at 5.5 µM. 200,000 compounds, 0.35% hits. AID 920, 2007;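 active = inhibition above a set limit, the mean inhibition across all tested compounds plus 3 SD, cut at about 34% in these data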;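 also: 0% = IFN-gamma with DMSO and 100% = IFN-gamma with 300 µM nifuroxazide; values of inactives mirror those of a sister screen read the other way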
TNAP act hi DEA: TNAP activators at high phosphate acceptor level, primary screen, biochemical, luminescence, uHTS. activation factor at 20 µM. AID 1136, 2008. 200,000 tested, under 10 active. purified TNAP, CDP-star luminescence, 1 M DEA, 30 min; stronger effect = higher value; 0 = EDTA background, 1 = DMSO-only activity;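 active = activation factor at least 2 at 20 µM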
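Test system – human TNAP · Doses – 20 µM single point · Incubation – 30 min, room temperature · Signal – luminescent substrate turnover signal · Read-out basis – activation factor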
* = called active by the depositor; nt = not tested or not shown.

no.	molecule	bIAP inhibitor	PPARg SRC-3 ag	PPARg SRC-2 ag	STAT1 blocker	TR-FRET SRC-2 ct	STAT3 inh	TNAP act hi DEA	STAT3 activator	bIAP act	PPARg SRC-1 ag	ROMK primary
1	CC(NC(=O)C(CC(=O)OC(C)(C)C)NC(=O)OC(C)(C)C)C(N)=O (centres undefined)	1	1	0	2	1728	12	1	98	1	-2	nt
2	CSCCC1(C(=O)O)NC(c2ccccc2O)C2C(=O)N(C(C)C)C(=O)C21 (centres undefined)	-2	5	10	-5	1528	-1	1	105	1	-3	nt
3	COc1cccc(CN(CC2CCCO2)C(=O)c2cc3ccccc3oc2=O)c1 (centres undefined)	7	2	9	-12	1629	14	1	93	0.9	8	-0.23
4	O=C(O)c1ccccc1C(=O)N1N=C2/C(=C/c3cccc([N+](=O)[O-])c3)CCCC2C1c1cccc([N+](=O)[O-])c1 (centres undefined)	-16	8	10	-10	1774	13	1	90	1.2	12	1.4
5	COc1cccc(C(=O)NN2CC(O)=C(c3nc4ccccc4s3)C2=N)c1	-5	1	-3	5	1431	6	1	99	1	-8	-0.066
6	COc1ccc(C(=O)NC2CCN(C(=S)Nc3ccc(C)cc3)CC2)cc1	-7	1	7	0	1584	7	1	99	1.1	7	0.046
7	Cc1ccc(/C=C\c2nccc3c2[nH]c2ccccc23)cc1	8	7	9	-21	1661	-35	1	129	0.9	13	-1.1
8	Cc1ccc(N2C(=O)C3C(C2=O)C2C=CC3C23CC3)c([N+](=O)[O-])c1 (centres undefined)	2	0	1	2	1470	15	1	91	1	-3	-1.2
9	COc1ccc(Cl)cc1NC(=O)CN1CCC(n2nnc3cc(F)ccc32)CC1	5	0	3	10	1518	14	1.1	93	0.9	-1	nt
10	O=S(=O)(c1ccccc1Cl)N1CCCC(c2nc(-c3cccnc3)no2)C1 (centres undefined)	6	-20	-15	-3	1307	9	1	96	0.9	-3	-0.25
11	Fc1cccc(F)c1CN1CCN(c2ncccn2)CC1	5	-7	-8	3	1414	-2	1	104	0.9	1	nt
12	CCOC(=O)c1ccc(NC(=O)C(=O)NCc2ccc(/C=C(/C#N)C(=O)NCCOC)o2)cc1	-10	1	5	0	1526	6	1	102	1.1	6	0.11
13	CCC(C)C(=O)NCCc1ccc(S(N)(=O)=O)cc1 (centres undefined)	5	2	7	-3	1513	3	1	97	0.9	2	0.081
14	CS(=O)(=O)N(CC(=O)N1CCN(c2ccccc2)CC1)c1cccc(Br)c1	-4	6	6	-7	1570	14	1.1	94	1	8	0.091
15	Cc1c(NC(=O)C(C)OC(=O)/C=C/c2ccco2)c(=O)n(-c2ccccc2)n1C (centres undefined)	26	1	7	-8	1611	3	1	103	0.7	5	-0.49
16	COC(=O)c1ccc(NC(CC(C)C)C(=O)OC)c([N+](=O)[O-])c1 (centres undefined)	38	5	1	-7	1445	-1	0.9	99	0.6	8	0.014
17	CCCOP(=O)(c1ccc(N(C)C)cc1)C(O)c1ccncc1 (centres undefined)	-4	14	1	3	1627	6	1	100	1	8	-0.16
18	CC(C)=CCc1c(O)ccc2c1OC(c1ccc(O)c(O)c1)CC2=O (centres undefined)	20	5	-1	-3	1455	nt	1	nt	0.8	-5	nt
19	O=C(Nc1nncs1)c1cccc(S(=O)(=O)N2CCCCC2)c1	5	1	6	2	1387	-3	1	106	1	-3	0.96
20	CCOC(=O)CSc1nnc(NCC(=O)OC(C)C)c(=O)[nH]1	3	7	7	9	1728	9	1	94	1	7	0.013
21	COC(=O)C1=NN(C(=O)c2cccc(Cl)c2)C(O)(C(C)(C)C)C1 (centres undefined)	0	6	-3	-13	1550	4	1	101	1	5	2.6*
22	Cc1ccc(Nc2nnc(-c3ccc(N4CCOCC4)c([N+](=O)[O-])c3)c3ccccc23)cc1	-18	0	4	-11	1578	6	1	95	1.2	0	nt
23	Cc1nc2sc(C(N)=O)c(N)c2c(C)c1CC(=O)c1ccccc1	-1	5	1	-24	1514	-5	1	107	1	5	nt
24	FC(F)(F)c1cccc(Cn2nnnc2-c2cc(Cl)cc(Cl)c2)c1	41	-1	4	3	1491	2	1	105	0.6	-1	-0.97
25	CC(C)C(NC(=O)c1ccc(C(C)(C)C)cc1)C(=O)OCC(=O)NC(=O)Cc1ccccc1 (centres undefined)	28	6	6	0	1792	-6	1	107	0.7	8	-0.58
26	Cc1nn(Cc2ccccc2)c2sc(C(=O)NCc3cccnc3)cc12	1	-3	-4	13	1541	10	1	96	1	-4	nt
27	CCOC(=O)C1(CC2CCCCO2)CCN(Cc2cn[nH]c2-c2cccc(F)c2)CC1 (centres undefined)	-19	1	4	11	1585	-5	1	106	1.2	14	-1.1
28	O=C1CC(NNC(=O)c2ccccc2)C(=O)N1 (centres undefined)	2	8	2	-6	1478	2	1.1	102	1	3	nt
29	Cc1onc(-c2c(Cl)cccc2Cl)c1C(=O)NCc1ccccn1	2	3	5	5	1210	3	1	103	1	-2	0.32
30	Cc1cccc(C)c1NC(=O)CSc1nnc(-c2ccco2)c(-c2ccco2)n1	0	8	12	16	1664	4	1	100	1	-2	nt
31	CCCCOC(=O)Nc1ccc2c(C)cc(=O)oc2c1	-5	-3	-2	-72	1426	15	1	90	1	-4	0.18
32	CCS(=O)(=O)N1CCCC(C(=O)NCCCOC)C1 (centres undefined)	2	-1	0	1	1602	14	1	94	1	5	0.47
33	CCOc1cc(-c2c(C#N)c(=O)[nH]c3c2c(C)nn3-c2ccc(F)cc2)ccc1O	4	-6	5	-1	1482	3	1	103	1	2	nt
34	COCc1nnc(NC(=O)c2cccc(NC(=O)C(C)C)c2)s1	-2	0	0	-4	1614	-2	1.1	104	1	12	0.39
35	CC1=C(C(=O)OCC2CCCO2)C(c2ccc(C)cc2)C2=C(CC(C)(C)CC2=O)N1 (centres undefined)	-33	-2	0	4	1425	3	1.1	101	1.3	1	-0.45
36	CN(c1ccccc1)S(=O)(=O)c1ccc(Cl)c(C(=O)Nc2nn[nH]n2)c1	-1	-1	-4	4	1561	6	1	97	1	-5	-1.5
37	COc1ccc(S(=O)(=O)N(CC(=O)Nc2ccc3c(c2)OCO3)c2ccccc2OC)cc1	15	-9	-8	9	1576	-3	1	108	0.9	2	nt
38	COc1ccccc1NS(=O)(=O)c1cccc(NC(=O)Cc2cccs2)c1	-3	2	2	5	1602	0	1	100	1	3	nt
39	CCOCCCn1cnc2c([nH]c3cc(OC)ccc32)c1=O	8	13	16	-3	1645	6	1	98	0.9	1	0.11
40	Cc1cccc(NC(=O)c2cc3n(n2)C(C(F)(F)F)CC(c2ccc4c(c2)OCO4)N3)c1 (centres undefined)	4	1	2	0	1410	-2	1	103	1	2	nt
41	CCCCc1ccc(NC(=S)NCc2cccnc2)cc1	-2	2	14	2	1613	13	1	88	1	2	-1
42	CCC(=O)c1ccc(N2CCCC2)c(F)c1	11	14	21	-14	1770	19	1	87	0.9	2	-0.08
43	O=C(CNCc1cccs1)Nc1ccc(N2CCCCCC2)cc1	-13	6	-2	7	1661	-2	1	107	1.1	2	-1.2
44	Nc1nnc(N2CCCCCC2)s1	7	1	2	-2	1495	0	1	103	0.9	2	0.69
45	Cc1cc(C)c(NC(=O)c2cc(=O)c3ccccc3o2)c(C)c1	7	0	8	-3	1429	7	1	92	0.9	-1	0.44
46	COc1cccc(NC(=O)NCCCSC2CCCCC2)c1	16	7	-1	4	1612	6	1.1	98	0.8	2	nt
47	COCCn1c(C)cc(C(=O)CSc2nc3ccccc3c(=O)[nH]2)c1C	-1	-12	2	-46	1484	-1	1	106	1	0	nt
48	COc1ccccc1C(c1nnnn1Cc1ccco1)N1CCN(c2cccc(C)c2C)CC1 (centres undefined)	11	7	-4	1	1391	3	1	99	0.9	-4	nt
49	CC(C)NS(=O)(=O)c1ccc(NC(=O)C(C)Oc2ccc(C(=O)c3ccccc3)cc2)cc1 (centres undefined)	-18	0	-7	5	1475	6	1	97	1.2	-7	nt
50	O=C1CC(N2CCN(c3ccc(F)cc3)CC2)C(=O)N1c1ccccc1 (centres undefined)	6	6	0	-3	1651	10	1	99	0.9	1	0.38
51	COc1ccc(COc2cc(-c3cccc(OC)c3)nc3ccc(NC(=O)c4ccc(C)cc4)cc23)cc1	36	6	9	-11	1657	-16	1.1	111	0.6	7	1.4
52	O=C1NC2(CCCCC2)C(=O)N1Cc1cc(=O)n2ccsc2n1	-7	0	0	-4	1469	-2	1	106	1.1	5	0.24
53	COc1ccc(-c2cc(-c3ccccc3)nc(N3CCCC3)n2)cc1OC	-8	-5	21	10	1814	15	1	92	1.1	10	nt
54	COc1cc(NC(=O)N[C@@H](Cc2ccccc2)C(=O)O)cc(OC)c1	4	-4	-1	-1	1532	1	1	102	1	-3	0.97
55	CC(=O)N1CCN(CC(=O)Nc2c(Cl)ccc(C)c2Cl)CC1	-2	-5	-2	-8	1613	-3	1	104	1	8	-0.55
56	O=C(Nc1ccc(N2CCCC2)c(Cl)c1)c1ccc2c(c1)OCCO2	nt	6	-2	-18	1567	19	nt	87	nt	3	nt
57	Cc1cc(=O)n2nc(N3CCCC(C(=O)N4CCc5ccccc54)C3)sc2n1 (centres undefined)	4	-7	0	-8	1379	5	1	97	1	11	nt

Full records as entered above. Order of screens: bIAP inhibitor	PPARg SRC-3 ag	PPARg SRC-2 ag	STAT1 blocker	TR-FRET SRC-2 ct	STAT3 inh	TNAP act hi DEA	STAT3 activator	bIAP act	PPARg SRC-1 ag	ROMK primary
Results for Cc1cc(=O)n2nc(N3CCCC(C(=O)N4CCc5ccccc54)C3)sc2n1 (centres undefined) : 4	-7	0	-8	1379	5	1	97	1	11	nt
Results for O=C1NC2(CCCCC2)C(=O)N1Cc1cc(=O)n2ccsc2n1 : -7	0	0	-4	1469	-2	1	106	1.1	5	0.24
